Source: PubChem
DAX1 inh-1 = inhibitors of human orphan nuclear receptor DAX1 (NR0B1); HEK293 Gal4-DAX1 luciferase reporter, luminescence; inhibition, % at 6.75 µM; actives 0.99% (n = 340,000); AID 504766;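 active = inhibition above the mean over all tested compounds plus 3 SD, cut at about 4.2% in these data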;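 note: 0% = DAX1-transfected cells with DMSO and 100% = empty-vector control cells with DMSO; inhibition shows as a rise in luminescence from relieved DAX1 repression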
Target sequence (P51843 207-470 limits assumed): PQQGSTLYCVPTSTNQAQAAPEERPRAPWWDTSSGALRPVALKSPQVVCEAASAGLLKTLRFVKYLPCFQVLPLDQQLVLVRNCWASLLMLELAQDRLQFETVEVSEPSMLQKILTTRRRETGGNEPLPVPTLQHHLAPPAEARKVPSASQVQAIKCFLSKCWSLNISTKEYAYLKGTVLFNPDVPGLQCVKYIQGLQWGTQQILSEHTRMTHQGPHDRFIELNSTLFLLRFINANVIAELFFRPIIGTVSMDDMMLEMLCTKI
DAX1 inh-2 = blocks DAX1 repression of SF-1 activated StAR promoter; HEK293T StAR-luciferase reporter, SF-1/DAX-1 repression relief; inhibition, % at 6.8 µM; actives 1.1% (n = 370,000); AID 652010;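 active = inhibition above the mean over all tested compounds plus 3 SD, cut at about 3.6% in these data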;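 note: 0% = DAX-1 cells with DMSO and 100% = cells lacking DAX-1 with DMSO; higher inhibition means more luminescence from relief of DAX-1 repression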
PLCb3 inh = inhibitors of human phospholipase C beta3 | Purified PLC-beta3, fluorogenic substrate, fluorescence | inhibition, % at 12.2 µM | actives 0.18% (n = 370,000) | AID 720704; in the data active = inhibition above about 11%;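 note: 0% = median of compound wells on plate and 100% = full blocker control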
FXN GAA850 act = frataxin GAA850 promoter activation | activation, % at 6 µM | AID 540364 | HEK293 lucGAA850 FXN promoter luciferase reporter, 24 h; percent of 10 µM SAHA response | actives 0.56% (n = 360,000);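 active = activation above the average of all compounds screened plus 3 SD, cutoff fixed separately per campaign, cut at about 7.5% in these data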;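 note: 0% = DMSO wells and 100% = 10 µM SAHA wells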
hcDAF-12 act = activates DAF-12 receptor from parasite H. contortus. HEK293 hcDAF-12 lit1-tk-luc reporter, luminescence; 0% DMSO, 100% Δ7-dafachronic acid. activation, % at 6.8 µM. actives 1.4% (n = 370,000). AID 652067;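 active = activation above the mean of all tested compounds plus 3 SD, cut at about 5.5% in these data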;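 note: 100% = response to 3 µM Δ7-dafachronic acid high control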
NR1D1 modulator = Rev-erb alpha (human) modulation; P20393; Rev-erbα–FITC-DNA binding, fluorescence polarization, 90 min; activity, % at 10 µM; actives 0.79% (n = 370,000); AID 1259318;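 active = activity above about 14%, limit read from the data; passing the limit was not always enough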;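 note: 0% = DMSO wells with 35 nM protein and 100% = DMSO wells with 750 nM protein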
Target sequence (P20393 whole entry, looked up): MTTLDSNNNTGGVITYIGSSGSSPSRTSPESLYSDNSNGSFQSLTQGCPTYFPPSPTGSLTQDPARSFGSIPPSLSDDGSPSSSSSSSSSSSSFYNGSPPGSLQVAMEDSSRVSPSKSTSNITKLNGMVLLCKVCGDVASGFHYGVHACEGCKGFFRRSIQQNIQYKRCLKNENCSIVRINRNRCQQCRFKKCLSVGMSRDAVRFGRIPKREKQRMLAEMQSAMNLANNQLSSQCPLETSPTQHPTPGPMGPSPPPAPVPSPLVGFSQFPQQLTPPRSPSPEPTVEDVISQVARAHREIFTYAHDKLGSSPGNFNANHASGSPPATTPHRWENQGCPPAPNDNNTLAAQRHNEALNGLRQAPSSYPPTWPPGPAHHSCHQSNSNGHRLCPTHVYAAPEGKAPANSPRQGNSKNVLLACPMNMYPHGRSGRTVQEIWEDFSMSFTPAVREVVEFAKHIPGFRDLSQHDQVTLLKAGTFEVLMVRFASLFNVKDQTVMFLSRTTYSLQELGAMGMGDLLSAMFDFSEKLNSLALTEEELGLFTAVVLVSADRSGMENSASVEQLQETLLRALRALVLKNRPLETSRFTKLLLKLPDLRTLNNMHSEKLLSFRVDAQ
hgDAF-12 ag = activates the H. glycines DAF-12 receptor ligand-binding domain; HEK293 GAL4-hgDAF12 UAS-luciferase reporter, agonist luminescence; normalized to butyrate control; activation, % at 6.8 µM; actives 1.8% (n = 370,000); AID 687014;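 active = activation above a cutoff set at the mean of all screened compounds plus 3 SD, cut at about 10% in these data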;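 note: 0% = DMSO wells and 100% = sodium butyrate wells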
PG9 Ab binder = small molecules binding HIV-1 gp120 antibody PG9. inhibition, % at 6.7 µM. AID 624416. actives 0.43% (n = 360,000). TR-FRET gp120-PG9 antibody binding; in the data active = inhibition above about 8.5%
HGIII-sPLA2 inh = Blocks human group III sPLA2 activity | Q9NZ20 | QFRET BODIPY PC-A2 liposome hydrolysis, fluorescence | inhibition, % at 12.2 µM | actives 0.56% (n = 370,000);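 active = inhibition above mean plus 3 SD of compounds lying within the high and low control bounds, cut at about 19% in these data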;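 note: 0% = median of test compound wells and 100% = no enzyme DMSO wells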
SMARCA2 act = SMARCA2 function activation, primary screen; MG213 cells, MMTV-luciferase reporter, dexamethasone, overnight; activation, % at 9.1 µM; actives 1% (n = 370,000); AID 652017; in the data active = activation above about 7.8%;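 note: 0% = vehicle wells and 100% = reference activator wells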
ssDAF12 agonist = activates DAF-12 receptor from parasite S. stercoralis; HEK293 ssDAF-12/GRIP1 lit1-tk-luc reporter, luminescence; % of 3 µM dafachronic acid response; activation, % at 6.8 µM; actives 1% (n = 370,000);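 active = activation above the mean over all tested compounds plus 3 SD, cut at about 0.9% in these data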;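 note: 0% = DMSO-only wells and 100% = 3 µM delta7-dafachronic acid wells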
An asterisk follows results filed as active; nt = no result given. Rows are unselected; overall some 7% were active at least once.

Molecule	PLCb3 inh	ssDAF12 agonist	DAX1 inh-1	HGIII-sPLA2 inh	PG9 Ab binder	DAX1 inh-2	NR1D1 modulator	SMARCA2 act	FXN GAA850 act	hgDAF-12 ag	hcDAF-12 act
Cc1ccc(SCCC(=O)N2CCCC2)cc1	2	0.8	0.9	-1	0.1	0.5	2	3	4.4	3.1	0.0
CC(=O)c1cc(-c2ccc(-c3cc(C(=O)O)c4ccccc4n3)cc2)c(=O)n2c1CCC2	-355	-0.6	nt	15	nt	0.3	-5	-3	nt	-2.8	0.1
O=C(CN1C(=O)COc2ccccc21)NCCCN1CCCCC1	-5	-0.6	0.5	1	-2.6	-0.2	1	-2	0.1	0.6	-1.6
CCc1ccc(C(=O)N2CCC(c3nc4ccccc4s3)CC2)cc1	-5	-1.0	1.0	-20	1.1	0.0	3	-3	-0.4	-1.5	-0.9
CCCC(=O)NC(C)C(c1cccs1)N1CCN(c2ccccc2)CC1 (stereo unspecified)	-1	-1.0	0.2	1	-1.5	0.3	-2	2	-2.4	0.5	1.9
C/C=C(\C)C(=O)Nc1cccc(C2=NOC3(C2)C[C@@H](C(N)=O)N(C(=O)/C(C)=C/C)C3)c1 (stereo partly specified)	7	-1.2	0.3	9	1.8	-0.2	0	-1	1.2	1.5	-2.2
NC(N)=NCC(O)CN(c1ccccc1)c1ccccc1 (stereo unspecified)	0	-1.7	nt	7	-0.3	0.6	1	-2	0.3	-1.2	-1.2
CN(C)C(CNC(=O)c1ccc(NS(=O)(=O)c2ccc(F)cc2)cc1)c1ccco1 (stereo unspecified)	4	-0.5	-1.0	-4	0.3	0.1	-5	0	0.2	3.1	0.3
CCN(CCNC(=O)[C@H]1C=C(OC)C(=O)C[C@H](c2ccccc2)[C@H]1C)C(C)=O	-2	-1.1	nt	3	nt	-0.1	-1	0	nt	-3.3	-2.2
CCn1ncc(Br)c1C(=O)Nc1ccc(F)c([N+](=O)[O-])c1	4	-1.1	-0.5	-1	-3.8	-0.1	-1	4	-0.3	0.4	-0.2
CCOC(=O)COc1ccc(S(=O)(=O)NCc2ccncc2)cc1	-5	-1.6	-3.2	3	2.3	-2.0	-3	-5	-4.0	-4.3	-3.4
CCCS(=O)(=O)N1CCCC(C(=O)NCCCN2CCN(c3ccc(F)cc3)CC2)C1 (stereo unspecified)	0	-1.6	-1.0	6	-0.4	0.0	7	0	-0.2	-0.2	-0.8
O=C(Cc1csc(N2CCOCC2)n1)N/N=C/c1ccc(F)cc1	-6	-1.3	-0.4	-5	3.0	-0.5	-2	-4	-3.5	-1.1	0.4
Cc1c(NC(=O)c2cc(-c3ccc(Cl)cc3)on2)c(=O)n(-c2ccccc2)n1C	-3	-0.9	-0.9	5	-0.7	-0.1	3	2	0.6	0.9	-0.5
Cc1cccc(NCN2C(=O)c3ccccc3C2=O)c1	1	-0.3	1.2	3	-1.3	0.0	1	-1	4.0	4.4	-0.1
O=C(N/N=C/c1ccccc1O)c1cccc(C(F)(F)F)c1	-22	-2.1	-2.2	9	-0.4	-3.0	-9	-3	-8.2	-6.9	-2.8
CN(C(=O)COC(=O)c1ccccc1NCc1ccco1)c1c(N)n(Cc2ccccc2)c(=O)[nH]c1=O	-483	-0.9	2.9	-9	2.3	3.0	4	-1	-2.3	0.3	-1.3
COc1ccc(-c2cc(-c3nnc4sc(-c5cccs5)nn34)[nH]n2)cc1	-10	-1.1	nt	-5	nt	0.6	0	8.5*	nt	5.5	0.0
COc1ccccc1CN1CCNC(=O)C1CC(=O)N(C)Cc1cnccn1 (stereo unspecified)	-12	-1.1	-1.9	1	-0.9	-0.7	-2	0	1.1	-1.1	0.5
CC1CCCC(C)N1C(=O)COC(=O)c1nn(C)c(=O)c2ccccc12 (stereo unspecified)	-5	-1.1	0.4	9	1.4	0.9	-7	-1	1.1	0.9	-1.4
CCN(CC)S(=O)(=O)c1ccc(NC(=O)c2cccnc2Cl)c(NC(=O)c2cccnc2Cl)c1	4	-0.9	nt	-12	-1.7	0.0	-1	0	1.6	-1.4	-2.8
COc1ccccc1C(=O)N1CCN=C1SCc1cccnc1	2	-1.4	-0.7	-6	-0.5	-0.1	-2	-1	2.4	-2.1	-1.6
Cc1nc(NC(=O)CN(C)S(=O)(=O)c2ccc(Cl)cc2)sc1C	-2	-2.1	1.2	-4	0.0	-0.1	3	-1	-1.2	-0.3	0.0
COc1cc(NC(=O)[C@@H](NC(=O)N2CCn3c2nc2ccccc23)C(C)C)cc(OC)c1	-9	-1.6	-0.5	-10	0.8	-1.6	1	-4	0.3	-0.9	-1.8
CC1(C)C2CC=C(/C=N/n3cnnc3)C1C2 (stereo unspecified)	0	-1.0	-0.2	0	1.0	0.6	-1	0	0.5	1.2	-0.2
CCOC(=O)N1CCC(=NNC(=O)c2cc3ccccc3cc2O)CC1	-63	-1.7	1.3	7	1.1	0.2	5	-3	1.1	-0.9	-2.3
N#Cc1cc(-c2ccccc2)nc(Oc2ccccc2)n1	-1	-2.2	-1.5	-8	0.8	-1.4	-7	0	2.1	0.5	-1.6
O=S(=O)(c1ccc(-c2ccccc2)cc1)N1CCOCC1	1	-1.1	-0.8	-6	-2.2	-0.3	5	-4	2.1	-1.8	-1.1
CC(C)CC(=O)N1CCN(Cc2ccc3c(c2)OCO3)CC1	3	-1.1	1.0	-3	-0.3	0.6	0	-3	-3.7	0.5	-1.3
Cc1ccccc1C(=O)N=c1ccn(-c2nc3ccccc3nc2NS(=O)(=O)c2ccccc2)cc1	-48	-0.7	0.2	-10	-1.1	0.2	-4	2	0.3	1.5	4.0

Ordered by value in ssDAF12 agonist (low to high): three of the compounds above
SMILES | ssDAF12 agonist
N#Cc1cc(-c2ccccc2)nc(Oc2ccccc2)n1 | -2.2
COc1cc(NC(=O)[C@@H](NC(=O)N2CCn3c2nc2ccccc23)C(C)C)cc(OC)c1 | -1.6
CC1CCCC(C)N1C(=O)COC(=O)c1nn(C)c(=O)c2ccccc12 (stereo unspecified) | -1.1

(continued)
Molecule	PLCb3 inh	ssDAF12 agonist	DAX1 inh-1	HGIII-sPLA2 inh	PG9 Ab binder	DAX1 inh-2	NR1D1 modulator	SMARCA2 act	FXN GAA850 act	hgDAF-12 ag	hcDAF-12 act
CCC1CCC(N2CCN(c3ccc(F)cc3)CC2)CC1 (stereo unspecified)	-1	-1.5	-0.1	9	-2.1	-0.1	2	-2	1.6	2.1	0.8
CCCn1c(SCC(=O)NC(C)C)nc2sc3c(c2c1=O)CCC3	-2	-0.9	-0.3	-4	-2.6	0.3	-2	1	0.1	-1.4	1.8
CCCCc1c(C)[nH]c(=S)[nH]c1=O	-2	-1.0	0.4	3	-0.6	0.0	-2	-3	4.1	-0.7	-0.9
COc1ccc(CNC(=O)c2ccc(CN3CCOCC3)cc2)cc1	3	-0.5	1.0	-4	0.3	0.1	2	-2	0.9	1.1	-0.8
CCOC(=O)c1sc(-c2ccc(OC)cc2)cc1N	-53	-0.2	2.7	-3	2.5	1.6	3	6	9.7*	12*	4.1
CC(=O)N1CCc2cc(S(=O)(=O)NCCC(=O)NC3CCN(Cc4ccccc4)CC3)ccc21	1	-1.0	-1.9	-1	-0.8	-0.5	-4	-1	1.1	-1.3	-0.6
COc1ccc(-n2nc(C(=O)NCC(=O)Nc3cc(Cl)c(OC)cc3OC)c3ccccc3c2=O)cc1	-9	-1.1	-0.3	5	0.6	0.1	53*	0	0.1	-0.3	0.7
Cc1ccc(Cl)cc1N(CC(=O)NC1CCCC1)C(=O)c1csnn1	-5	-0.9	2.5	-4	-3.6	-0.4	3	1	0.7	0.9	0.4
Cc1ccc(N2CCN(C(=O)c3cn(CC4CCCCC4)nn3)C(C)C2)cc1 (stereo unspecified)	-7	1.0*	1.1	3	1.3	4.3*	-2	4	2.6	15*	2.0
O=C(CSc1nnc2c(n1)[nH]c1ccc(F)cc12)NC1CC1	1	-0.4	-0.1	1	0.0	-0.2	5	-1	-1.1	-0.5	-1.1
CNc1ncnc(NC)c1[N+](=O)[O-]	2	-0.6	2.1	3	-0.9	-0.4	2	0	3.1	2.7	-0.1
Cc1ccc(S(=O)(=O)N2CCN(C(=O)CSc3nc4ccccc4c(=O)[nH]3)CC2)cc1	0	-1.4	0.3	-3	-2.2	0.9	19	-3	3.4	2.6	0.2
O=C(c1ccccc1)c1cccc(NC(=O)C2CC2)c1	-2	-1.4	0.5	0	1.0	-1.4	-1	3	-3.7	0.1	-0.5
Cc1ccc(S(=O)(=O)NCC(=O)N2CCN(c3ccccn3)CC2)s1	-1	-1.4	nt	16	nt	-1.5	-8	-5	nt	-3.4	-0.6
COc1ccc(CCNC(=O)CCC(=O)NC2CCCCC2)cc1OC	-6	-1.3	1.5	3	0.6	0.0	-2	-1	1.0	-0.8	-1.1
Cc1ccc(-c2cc(=O)c3ccc(Cl)cc3[nH]2)cc1	2	0.1	0.0	0	0.2	0.8	7	-1	0.5	6.4	3.5
CCNc1[nH]c(=O)n(C)c(=O)c1N=O	0	-0.9	1.0	0	-1.8	0.3	-4	-3	-0.3	1.4	-0.6
CCOP(=O)(c1ccccc1)C(O)c1ccc([N+](=O)[O-])cc1 (stereo unspecified)	-5	-1.3	-0.8	2	-0.5	0.2	-1	-2	1.3	1.5	0.3
CN(C)CCN1C(=O)C(=O)/C(=C(/O)c2ccccc2)C1c1ccccc1F (stereo unspecified)	0	-1.6	-0.4	-3	-1.4	0.0	3	1	1.5	-0.6	-0.2
CCN(CC)C(=O)Cn1c(=O)n(C)c2ccccc21	3	-0.5	1.0	4	0.7	-0.4	0	-1	-0.1	2.9	-1.5
